# LYP inhibition: PTPN22 lymphoid phosphatase activity blockers – biochemical, fluorescence intensity, uHTS (AID 1779). recombinant LYP phosphatase, fluorescence intensity; higher % means a stronger effect. inhibition, % at 11.5 µM; hits with a dose series show IC50 in µM. actives 0.054% (n = 290,000);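 also: plate controls were vehicle with enzyme for no effect and no enzyme for full effect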
# P. falciparum M1AAP: malaria alanyl aminopeptidase activity blockers – biochemical, fluorogenic H-Leu-NHMec substrate, 1536-well (AID 1445) | recombinant M1AAP, H-Leu-NHMec fluorogenic kinetic assay; higher % means a stronger effect | inhibition, % at 30 µM, or IC50 in µM where a hit was titrated | actives 0.42% (n = 220,000);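 active = primary inhibition above the hit cutoff, then over 50% inhibition at one or more dose response concentrations, cut at about 23% in these data, passing the limit was not always enough; inconclusive = conflicting primary data, or primary hits not chosen for dose response; inactive = low primary inhibition, or under 50% at every dose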;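 also: plate controls were DMSO full reaction for no effect and no enzyme background for full effect; strong numbers were not always called active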
# P. falciparum M17LAP: P. falciparum M17LAP inhibitors, primary screen, biochemical, fluorogenic H-Leu-NHMec substrate, 1536-well (AID 1619); recombinant M17LAP, H-Leu-NHMec fluorogenic kinetic assay; higher % means a stronger effect; actives 0.38% (n = 220,000); inhibition, % at 30 µM; hits with a dose series show IC50 in µM;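 active = compound inhibiting the enzyme by more than half at any dose during confirmatory dose-response retesting; inconclusive = strong single-dose inhibitors picked by rank but not retested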;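 also: plate controls were full reaction with DMSO carrier for no effect and no enzyme background for full effect; strong numbers were not always called active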
# Lipid droplet: modulators of hepatic lipid droplet formation; AML12 mouse hepatocytes, oleate lipid droplets, BODIPY imaging; inhibition, % at 6.5 µM; actives 0.4% (n = 240,000); AID 1656;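 active = lipid droplet intensity inhibited by at least 50%, with more than 500 cells counted; inconclusive = wells with under 300 cells, treated as cytotoxic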
#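 Technique: fluorescence imaging, 20x objective, two fields per well / Assay system: AML12 hepatocytes (mouse) / Measure: % inhibition of lipid droplet signal / Doses: 6.5 µM single-point dosing / Incubation: overnight exposure / Reagent: 100 µM oleic acid challenge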
# ER stress rescue: protection against thapsigargin-triggered cell killing – 384-well, CSM14.1, ATP luminescence, primary screen (AID 1222) | CSM14.1 thapsigargin-induced death rescue, ATP luminescence; higher % means a stronger effect | 190,000 tested, under 10 active | one-dose cellular ATP content (survival), % at 20 µM; EC50 in µM for titrated hits;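 active = EC50 below 50 µM in the dose-response confirmation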;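 also: death triggered by thapsigargin at about 15 µM added after 2 h compound pretreatment; cell ATP read after overnight thapsigargin exposure of roughly 18 to 22 hours; normalized against plate controls of thapsigargin alone and 5% DMSO vehicle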
# AID2073: disruptors of CaV2.2 binding to Mint1 – biochemical, HTRF (AID 2073) | inhibition, % at 20 µM; hits with a dose series show IC50 in µM | HTRF protein-protein interaction, Mint1-CaV2.2; higher % means a stronger effect | actives 0.19% (n = 290,000); in the data active = inhibition mostly above about 51%, no sharp cut-off; inconclusive = no clear call, values can overlap the other calls; inactive = mostly below about 53%; also: some results filed as inactive read as strong as hits
# XIAP displacement: XIAP antagonists, biochemical, IAP family, fluorescence polarization (AID 1018); XIAP BIR domain, fluorescence polarization peptide displacement; higher % means a stronger effect; displacement, % at 20 µM; hits with a dose series show IC50 in µM; actives 0.007% (n = 200,000); in the data active = displacement above about 50%; also: a part of the inactive calls stands beside numbers as strong as those of hits
# NOD2 inhibition: inhibition of NOD2-driven NF-kB reporter – cell-based, luminescence, uHTS, HEK293 (AID 1566); HEK293 NOD2/NF-kB luciferase reporter, luminescence; higher % means a stronger effect; inhibition, % at 4 µM, or EC50 in µM where a hit was titrated; actives 0.63% (n = 290,000); also: many of its hits are not listed in these tables
# Siah-1 displacement: blockers of Siah-1 interaction with plectin peptide – biochemical, fluorescence polarization, rhodamine-plectin, uHTS, primary screen (AID 1817) | Siah-1 / rhodamine-plectin peptide fluorescence polarization; higher % means a stronger effect | displacement, % at 20 µM; hits with a dose series show IC50 in µM | actives 0.02% (n = 290,000);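 active = displacement of at least 50% at 20 µM, with a fluorescence ratio check between 0.3 and a set limit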;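 also: plate controls were Siah plus tracer with DMSO for no effect and tracer alone without Siah for full effect; strong numbers were not always called active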
# Lipid droplet cells 6.5 µM: also measured in Lipid droplet; calls as there; cell count; measured here: cell count, cytotoxicity flag;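 cells counted across two imaged fields per well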
# Numbers without * were called inactive; ? = inconclusive; / = no result given. Rule as the data show it, unless noted: active = inhibition above about 50%; inactive = the rest.
SMILES,LYP inhibition,P. falciparum M1AAP,P. falciparum M17LAP,Lipid droplet,Lipid droplet cells 6.5 µM,ER stress rescue,AID2073,XIAP displacement,NOD2 inhibition,Siah-1 displacement
CCC(C)[C@H](NC(=O)[C@H](Cc1ccccc1)n1c(=O)[nH]c2ccccc2c1=O)C(=O)NCC1CCC(C(=O)O)CC1 (stereo partly specified),-8%,/,/,/,/,/,2%,/,-3%,1%
Cc1cccc(OCCCSc2nc3ccccc3[nH]2)c1,-2%,6%,-2%,/,/,-2.0%,0%,-0.5%,15%,0%
N#Cc1c2ccc(OCC(=O)NCc3ccco3)cc2n2ccccc12,-9%,/,/,-1,813,/,39%,/,10%,17%
O=C(NCc1cccnc1)c1ccc(NS(=O)(=O)c2ccccc2)cc1,-10%,/,/,0,822,/,17%,/,-9%,1%
CN(C(=O)C1CCN(S(=O)(=O)c2cccs2)CC1)C1CCCCC1,-10%,1%,-1%,/,/,0.0%,5%,0.0%,9%,0%
O=C(c1nc2nc(-c3cccs3)cc(C(F)(F)F)n2n1)N1CCN(Cc2ccccc2)CC1,-12%,17%,-161%,6,706,0.7%,14%,-6.7%,8%,-5%
CCOc1ccc(S(=O)(=O)N2CC(=O)Nc3ccccc32)cc1,-8%,/,/,-6,807,/,7%,/,-4%,8%
COC(=O)c1cc(-c2ccc(NC(C)=O)cc2)nc2ccccc12,-1%,9%,-1%,0,648,-1.6%,25%,-3.0%,8%,2%
Cn1c(N)c(C(=O)COC(=O)CCC(=O)c2cccs2)c(=O)n(C)c1=O,-1%,-1%,-2%,/,/,-1.7%,5%,-0.1%,15%,0%
CC(C)C(NC(=O)C12CC3CC(CC(C3)C1)C2)C(=O)N/N=C/C1=C(N2CCOCC2)C(=C\c2ccc([N+](=O)[O-])cc2)/CC1 (stereo unspecified),11%,5%,6%,-5,579,0.9%,12%,-5.5%,-20%,-3%
Cc1ccc(-c2nc3ccccc3[nH]2)cc1NC(=O)c1sc2cc(Cl)ccc2c1Cl,-17%,5%,5%,16,687,2.5%,34%,-4.8%,0%,3%
NNC(=O)CC1NCCN(Cc2ccccc2)C1=O (stereo unspecified),-1%,/,/,/,/,/,-6%,/,-4%,0%
O=C(O)CC(c1ccc(Br)cc1)N1Cc2ccccc2C1=O (stereo unspecified),-7%,/,/,3,411,/,3%,/,16%,0%
CCN(C(=O)CN1C(=O)S/C(=C\c2cccc(Cl)c2)C1=O)C1CCS(=O)(=O)C1 (stereo unspecified),0%,/,/,-8,720,/,2%,/,5%,5%
CCOc1ccc(S(=O)(=O)NCc2ccco2)cc1,6%,6%,10%,2,775,-2.0%,-8%,-5.4%,6%,4%
CC(=O)Oc1cc2oc(=O)cc(C)c2cc1Cl,-22%,19%,-438%,-27,715,/,28%,/,22%,3%
COc1ccccc1C(=O)NCCNc1ccc([N+](=O)[O-])cc1Cl,-4%,/,/,9,820,/,-9%,/,3%,1%
CCOc1ccc(C(=O)Nc2cccc(-c3nc4ccccc4[nH]3)c2C)cc1[N+](=O)[O-],-3%,5%,13%,8,630,0.0%,9%,-3.0%,16%,14%
Cc1ccc(-n2ccnc2SCC(=O)O)cc1C,-6%,-3%,0%,-3,738,/,-8%,/,20%,20%
Cc1cccc(C)c1N(CC(=O)N1CCCC1)S(C)(=O)=O,-5%,/,/,20,805,/,12%,/,12%,3%
COc1ccccc1NC(=O)Nc1ccnn1C1CCN(C(=O)c2cscn2)CC1,-15%,/,/,-3,703,/,-1%,/,3%,0%
COCCN(C(=S)Nc1cccc(OC)c1)C1CCN(C(C)=O)CC1,-1%,-1%,-4%,-12,604,-0.3%,-10%,-15%,7%,0%
COc1ccc(C(=O)NCC(=O)NCc2cc(=O)n(C)c(=O)n2C)cc1,-10%,/,/,-2,731,/,16%,/,17%,-3%
Cc1ccc(N2CCN(S(=O)(=O)c3cccs3)CC2C)cc1 (stereo unspecified),-2%,/,/,-1,773,/,-3%,/,24%,-1%
Cc1ccc(CCc2nnc(SCC(=O)Nc3cc(Cl)ccc3Cl)n2-c2ccccc2)o1,10%,6%,-8%,-18,572,0.3%,20%,-5.5%,-8%,1%
CCOC(=O)C1CCCN(C(=O)c2sc3nc(C)nc(N4CCOCC4)c3c2C)C1 (stereo unspecified),-8%,15%,14%,/,/,-0.4%,13%,-5.1%,-4%,2%
CCOc1cc(-c2nc(-c3ccc(C)nc3OC)no2)cc(OCC)c1OCC,3%,-1%,-4%,-2,647,-5.1%,3%,-21%,2%,-4%
CC(C)CCNc1nnnc2c1sc1nc(N3CCOCC3)c3c(c12)CC(C)(C)SC3,6%,11%,5%,12,779,3.0%,16%,-8.7%,5%,-2%
Cc1ncsc1CCOC(=O)c1cccnc1,-2%,5%,1%,/,/,-3.3%,1%,-2.9%,4%,1%
O=C1c2cnc3nc(SCc4ccccc4)nn3c2CC2c3ccccc3CCN12 (stereo unspecified),-2%,-12%,-5%,/,/,0.8%,18%,-6.5%,3%,1%
COc1cnc(-c2ccccn2)nc1Sc1ccc(Cl)cc1,1%,7%,18%,/,/,-1.7%,-9%,-1.7%,13%,15%
Cc1ccc(NC(=O)C2CCN(S(=O)(=O)c3cnc[nH]3)CC2)nc1,-4%,10%,8%,11,741,0.1%,1%,-1.5%,9%,2%
Cc1c(/C=C/C(=O)c2ccc(Cl)s2)cnn1C,-1%,4%,-5%,8,715,-3.3%,4%,2.3%,7%,6%
CCN(CC)CCN(Cc1cc2cc3c(cc2[nH]c1=O)OCCO3)C(=S)NCCCN(C)C,-12%,/,/,3,782,/,1%,/,8%,-1%
Nc1cccc2c1C(=O)N(C(=O)c1ccc(S(=O)(=O)N3CCCCCC3)cc1)C2=O,-4%,1%,-29%,-4,774,-0.7%,11%,-9.1%,16%,-2%
Cn1c(SCC(=O)Nc2nnc(-c3ccccc3)o2)nnc1C1CC1,-7%,/,/,-6,672,/,1%,/,4%,-5%
CCCCn1c2c(c(=O)n(C)c1=O)C(c1ccc(OC)cc1)N1CCCCCC1=N2 (stereo unspecified),-6%,9%,0%,/,/,-0.4%,4%,-17%,8%,7%
CC1=NN(c2cccc([N+](=O)[O-])c2)C(=O)C1,-5%,/,/,3,570,-1.7%,-1%,-1.9%,5%,-3%
CCOC(=O)C1=C(C)NC(=O)C(C#N)C1c1ccncc1 (stereo unspecified),-10%,3%,7%,/,/,0.5%,2%,1.0%,3%,2%
CCCOc1ccc(C(=O)CCC(=O)OCC(=O)Nc2ccc(OCC)cc2)cc1,-8%,-4%,7%,0,685,/,2%,/,8%,1%
CNC(=O)c1c(NC(NC(=O)c2ccco2)C(=O)c2ccc(Cl)cc2)sc2c1CCCC2 (stereo unspecified),1%,17%,8%,/,/,-0.5%,-22%,-6.7%,10%,-2%
COC(=O)N/N=C/c1cn(CCCOc2ccc(C)cc2)c2ccccc12,2%,0%,-8%,-31,664,-0.6%,-5%,-9.8%,8%,2%
CCCn1c(-c2ccc(F)cc2)cnc1SCC(=O)O,-1%,4%,8%,-9,670,0.7%,7%,-2.3%,7%,7%
O=[N+]([O-])c1ccccc1CSc1nc2ccccc2o1,3%,5%,0%,-3,675,0.1%,-8%,-1.3%,-68%,6%
CCCCCCNS(=O)(=O)c1ccc(OC)c(OC)c1,-9%,-5%,6%,/,/,1.3%,0%,-6.8%,14%,1%
CC1CCN(C(=O)CSc2nc3c(cnn3-c3ccc(Cl)cc3)c(=O)[nH]2)CC1,-3%,10%,9%,8,668,/,7%,-0.1%,15%,2%
O=C1c2ccccc2C(=O)N1CCCC(=O)N1CCc2ccccc21,-8%,-8%,4%,-6,772,-0.7%,-3%,-2.6%,-5%,1%
CCN(CC(=O)NC(C)(C)C)Cc1nc2c(Br)cc(Br)cc2c(=O)[nH]1,-8%,-2%,12%,-5,713,/,8%,/,0%,-4%
O=C1CCC(C(=O)N2CCCC(Nc3ccc(F)cc3)C2)=NN1 (stereo unspecified),-10%,/,/,-5,890,/,1%,/,4%,-4%
CCOC(=O)c1c(-c2ccccc2)cn2c(C)cc(C)nc12,-7%,12%,-20%,4,672,-1.8%,?,-2.3%,-73%,2%
CC(=O)n1cc(/C=C2/N=C(c3ccccc3)OC2=O)c2ccccc21,-2%,8%,18%,-13,626,-0.3%,13%,-5.6%,0%,3%
COCCCNCCCCOc1ccc(OCc2ccccc2)cc1,-6%,0%,9%,-14,500,-1.7%,-12%,-4.5%,-36%,1%
CC1Cc2nc(SCC(=O)Nc3nc4ccccc4s3)n(C)c(=O)c2S1 (stereo unspecified),3%,2%,-1%,-9,681,-1.7%,29%,-11%,29%,0%
Cc1cc(C)cc(N(CC(=O)NCc2ccc(F)cc2)C(=O)CCC(=O)Nc2ccccn2)c1,-9%,/,/,-6,787,/,6%,/,-20%,-1%
O=C1c2ccccc2C(=O)N1CC1CCCO1 (stereo unspecified),-8%,2%,5%,/,/,1.9%,-4%,-2.9%,15%,0%
CCOc1ccc(N(CC(=O)NC2CCCCC2)C(=O)CCCC(=O)Nc2ccccn2)cc1,-9%,/,/,-11,805,/,6%,/,3%,-2%
CCN(Cc1ccccc1)C(=O)Cn1cnc2c1c(=O)n(C)c(=O)n2C,-8%,19%,-3%,/,/,-0.6%,1%,-2.1%,0%,-3%
COc1ccc(-c2noc(CNC(=O)c3ccc4c(c3)OCO4)n2)cc1OC,-11%,/,/,-3,800,/,3%,/,4%,0%
COc1ccc(CN2CCN(C(=O)c3ccc(F)cc3)CC2)c(OC)c1,-10%,/,/,0,785,/,8%,/,10%,2%
O=C(CN1C(=O)S/C(=C\c2ccc(Cl)cc2)C1=O)NCCCn1ccnc1,-5%,/,/,-3,690,/,-18%,/,-4%,0%

# Compound profiles (already shown). Values in the order: LYP inhibition, P. falciparum M1AAP, P. falciparum M17LAP, Lipid droplet, Lipid droplet cells 6.5 µM, ER stress rescue, AID2073, XIAP displacement, NOD2 inhibition, Siah-1 displacement
# O=C1c2ccccc2C(=O)N1CC1CCCO1 (stereo unspecified) across the screens: -8%, 2%, 5%, /, /, 1.9%, -4%, -2.9%, 15%, 0%
# O=C(CN1C(=O)S/C(=C\c2ccc(Cl)cc2)C1=O)NCCCn1ccnc1 across the screens: -5%, /, /, -3, 690, /, -18%, /, -4%, 0%
# CCOC(=O)c1c(-c2ccccc2)cn2c(C)cc(C)nc12 across the screens: -7%, 12%, -20%, 4, 672, -1.8%, ?, -2.3%, -73%, 2%

# Some of the compounds tested (hit frequency here may not be typical).
